# FBPA Giardia inh = qHTS Assay for Inhibitors of Fructose-1,6-bisphosphate Aldolase from Giardia Lamblia; A8B2U2; Potency, µM (doses to about 59.6 µM), for inactives: at the top dose activity, negative = inhibition, usual class: inhibitors; purified Giardia FBPA; 0.71% of 290,000 active; also: potency is read from the fitted curve at half-maximal effect; nearly all actives have a fitted effect of over 55% in size
# Target sequence (A8B2U2 whole entry, looked up): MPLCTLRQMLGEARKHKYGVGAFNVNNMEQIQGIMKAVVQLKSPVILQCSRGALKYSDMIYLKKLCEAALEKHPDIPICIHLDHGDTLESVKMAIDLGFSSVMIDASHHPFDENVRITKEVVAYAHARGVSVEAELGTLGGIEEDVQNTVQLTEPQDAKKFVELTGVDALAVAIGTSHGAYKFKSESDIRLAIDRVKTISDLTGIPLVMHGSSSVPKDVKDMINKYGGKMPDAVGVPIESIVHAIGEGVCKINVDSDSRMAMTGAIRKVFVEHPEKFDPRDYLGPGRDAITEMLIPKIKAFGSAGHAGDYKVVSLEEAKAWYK
#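 40 nM FBPA preincubated 10 min at RT with compound (up to 57.5 uM final), then substrate plus GAPDH/TPI/NAD/arsenate coupling and diaphorase/resazurin added. Fluorescence read after 20 min at RT, 525/598 nm.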
# HCMV inh = qHTS Assay for inhibitors of the human cytomegalovirus (HCMV); HFF cells, HCMV-luciferase reporter, 72 h; stronger effect = lower value; activity change, negative = inhibition, % at 57.5 µM; 4.5% of 410,000 active; AID 1259415, 2018; in the data active = activity change below about -60%; inconclusive = no clear call, values can overlap the other calls; inactive = above about -39%
#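 After 16 h attachment at 37C, HFF cells received test compound and HCMV-luciferase (1 PFU/cell); reporter luminescence read 72 h later, data normalized against buffer-only and known inhibitor Salinomycin.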
# AmpC inh detg = qHTS Inhibitors of AmpC Beta-Lactamase (assay with detergent). P00811. AmpC hydrolysis of nitrocefin, absorbance 480 nm, 0.01% Triton. Potency, µM (series often up to 114 µM), without a hit: at the highest dose activity change, negative = inhibition, usual class: inhibitors. 0.041% of 370,000 active;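 also: potency is read from the fitted curve at half-maximal effect; 0% = no-compound wells and -100% = no-enzyme wells; nearly all actives have a fitted effect of over 25% in size; some results filed as inactive show a strong effect at the top dose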
# Target sequence (P00811 whole entry, looked up): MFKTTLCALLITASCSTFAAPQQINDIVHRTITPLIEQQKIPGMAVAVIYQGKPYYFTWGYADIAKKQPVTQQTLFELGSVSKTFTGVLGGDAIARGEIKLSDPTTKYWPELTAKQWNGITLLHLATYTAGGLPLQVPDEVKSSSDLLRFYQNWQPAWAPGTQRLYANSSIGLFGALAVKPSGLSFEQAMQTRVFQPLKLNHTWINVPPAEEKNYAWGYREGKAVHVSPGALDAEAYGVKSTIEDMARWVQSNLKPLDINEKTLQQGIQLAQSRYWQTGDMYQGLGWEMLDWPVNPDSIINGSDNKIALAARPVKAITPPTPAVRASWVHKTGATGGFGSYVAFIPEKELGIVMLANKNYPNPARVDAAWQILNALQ
#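 20 mM phosphate pH 7.0 + 0.01% (detergent screen) or 0.0001% Triton X-100; 5.3 nM AmpC reagent; cpd preinc 15 min RT; nitrocefin (800 uM stock) to start; A480 q20 s × 4 min; Activity was normalised to no-enzyme and no-compound control wells.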
# Sm TGR inh = qHTS Assay for the Inhibitors of Schistosoma Mansoni Peroxiredoxins. Schistosoma mansoni thioredoxin glutathione reductase (TGR), Q962Y6. purified TGR, DTNB reduction, TNB absorbance 405 nm. Potency, µM (series often up to 114 µM), for inactives: top-dose activity change, negative = inhibition, actives largely listed as inhibitors. 3% of 360,000 active; also: potency is read from the fitted curve at half-maximal effect; nearly all actives have a fitted effect of over 60% in size
#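 Kinetic colorimetric format: TGR-catalysed, NADPH-driven DTNB reduction monitored via TNB absorbance. Enzyme dispensed at 20 nM; compound exposure 15 min at room temperature before reaction start.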
# HCV inh = qHTS Assay for Inhibitors of Hepatitis C Virus (HCV) | Huh7.5.1 HCVcc-Cre infection, luciferase reporter, 44 h | Potency, µM (series often up to 41.8 µM), inactives show at the top dose activity change, negative = inhibition, hits mostly inhibitors | 3.4% of 340,000 active; also: potency is read from the fitted curve at half-maximal effect
#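 Cells seeded at 1,000/well and cultured 4 h, then compounds added followed by HCVcc-Cre virus (~0.5 moi). After 44 h further culture, luciferase substrate was added, plates held 15 min at room temperature, and luminescence read for 15 sec.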
# AMA1-RON2 inh = qHTS for Inhibitors of AMA1-RON; Towards Development of Antimalarial Drug Lead: Primary Screen; 0.2% of 360,000 active; AID 720542, 2013; Potency, µM (titrated, usually from 58.2 µM), for inactives: at the top dose activity change, negative = inhibition, usual class: inhibitors; AlphaScreen AMA1-biotinylated RON2 peptide binding; Plasmodium falciparum AMA1 (3D7) - RON2 peptide interaction;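 also: potency is read from the fitted curve at half-maximal effect; 0% = vehicle wells and -100% = peptide control; nearly all actives have a fitted effect of over 45% in size; some results filed as inactive show a strong effect at the top dose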
#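 AMA1 (3D7) with his tag at 25 nM final met compounds first, then biotinylated RON2 peptide at 25 nM; detection used donor plus acceptor beads, 10 µg/mL apiece, read by AlphaScreen after 30 min at room temperature.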
# Starred values were filed as active, the others as inactive; u = inconclusive; x = not tested or not shown; & = joins results of further samples; [ ] = remark or other dose. Unless noted, calls follow the shape of the dose curve; as a rule, active = well fitted curve in the direction sought with a large enough effect; inconclusive = small, poorly fitted or top-dose-only effect, or another doubt; inactive = no such curve, though single readings can be large; an effect the other way counts as inactive or inconclusive. Unless noted, % is scaled to controls: 0 for no effect and ±100 for the full control effect. No enrichment for hits; any-hit rate near 9.3%.
1) CCN(CCNC(=O)CN(C)S(=O)(=O)c1cccc2nsnc12)c1ccccc1
2) COc1ccc(N2CCN(C(=O)Cn3c(=O)[nH]c4ccccc4c3=O)CC2)cc1
3) CSC1=NC2(C)CCCCC2C12C=CC(=O)C=C2 (configuration not stated)
4) CCOc1ccc(NC(=O)Nc2ccc3c(c2)CCC3)cc1
5) O=C(Nc1sc2c(c1C(=O)NC1CCCCC1)CCC2)c1ccco1
6) N#CCC(=O)Nc1ccc(C(=O)Nc2cccnc2)cc1
Assay by compound	1	2	3	4	5	6
HCMV inh	27	-31	-28	19	-1	2
HCV inh	-19%	x	31%[activator]	15%	u	16%
FBPA Giardia inh	-8%	4%	2%	x	5%	0%
AMA1-RON2 inh	-13%	x	-4%	0%	8%	14%
AmpC inh detg	-6%	-8%	3%	3%	-2%	4%
Sm TGR inh	4%	u	-2%	5%	u	6%

7) CSc1nc(N)nc2c1ncn2CC(=O)NCCCc1ccccc1
8) O=C(Nc1nn[nH]n1)C12CC3CC(CC(C3)C1)C2
9) Cc1ccc(S(=O)(=O)N2CCCC(C(=O)NCCc3ccc(S(N)(=O)=O)cc3)C2)cc1 (configuration not stated)
10) CN(C)C(=O)Oc1ccc2oc(=O)cc(-c3cc4ccccc4o3)c2c1
11) Cc1ccccc1NC(=O)C1CCCN1S(=O)(=O)c1cccc2cccnc12 (configuration not stated)
12) O=C(NC(=S)Nc1ccc2c(c1)OCCO2)c1ccco1
Assay by compound	7	8	9	10	11	12
HCMV inh	-23	-14	-22	-20	x	72
HCV inh	u	11%	4%	11µM*	-14%	-7%
FBPA Giardia inh	x	-13%	1%	-2%	-6%	u
AMA1-RON2 inh	9%	-24%	-11%	-14%	-5%	-9%
AmpC inh detg	x	0%	-2%	-11%	-12%	0%
Sm TGR inh	x	-14%	-2%	-7%	2%	16µM*

# In a second layout: 2 of the compounds above.
# Below each compound: HCMV inh	HCV inh	FBPA Giardia inh	AMA1-RON2 inh	AmpC inh detg	Sm TGR inh
9. Cc1ccc(S(=O)(=O)N2CCCC(C(=O)NCCc3ccc(S(N)(=O)=O)cc3)C2)cc1 (configuration not stated)
    -22	4%	1%	-11%	-2%	-2%
12. O=C(NC(=S)Nc1ccc2c(c1)OCCO2)c1ccco1
    72	-7%	u	-9%	0%	16µM*

# (continued)
13) CC(C(=O)N1CCOCCOCCOCC1)N1C(=O)c2ccccc2C1=O (configuration not stated)
14) NC(=O)NOCc1c(Cl)cccc1Cl
15) Cc1ccc(C)c(NS(=O)(=O)c2cc(Br)cnc2N)c1
16) COc1ccc(NC(=O)NCCCN2CCCC2=O)c(OC)c1
17) O=C(NCCc1nnc2ccc(NCc3ccccc3Cl)nn12)c1ccccc1
18) c1ccc(Nc2nc(-c3ccncc3)cs2)nc1
Assay by compound	13	14	15	16	17	18
HCMV inh	-22	38	-12	32	8	131
HCV inh	19%	5%	4%	10%	11%	11µM*
FBPA Giardia inh	10%	1%	5%	-1%	2%	0%
AMA1-RON2 inh	-15%	10%	4%	-8%	-2%	-2%
AmpC inh detg	3%	1%	u	8%	-3%	u
Sm TGR inh	x	2%	-1%	-3%	6%	6%

# Entries of single compounds, quoted from the list:
# Cc1ccc(C)c(NS(=O)(=O)c2cc(Br)cnc2N)c1 is listed as HCMV inh = -12; HCV inh = 4%; FBPA Giardia inh = 5%; AMA1-RON2 inh = 4%; AmpC inh detg = u; Sm TGR inh = -1%
# O=C(NCCc1nnc2ccc(NCc3ccccc3Cl)nn12)c1ccccc1 is listed as HCMV inh = 8; HCV inh = 11%; FBPA Giardia inh = 2%; AMA1-RON2 inh = -2%; AmpC inh detg = -3%; Sm TGR inh = 6%

# (further entries)
19) CCNC(=O)/C(=C/c1ccco1)NC(=O)/C=C/c1ccccc1
20) COc1cc(C(=O)OCC(C)=O)cc(NC(=O)c2ccco2)c1OC
21) COc1ccc(NCc2nnc(SCC(=O)NNC(=O)c3ccc(C)cc3)n2C)cc1
22) CCOc1ccc2cc(C#N)c(SCC(=O)N3CCC(C)CC3)nc2c1
23) CCOC(=O)Cc1csc(NC(=O)c2cc(OC)cc(OC)c2)n1
24) CN(C)S(=O)(=O)c1ccc2c(c1)C(=NNC(N)=O)c1cc(S(=O)(=O)N(C)C)ccc1-2
Assay by compound	19	20	21	22	23	24
HCMV inh	-7	-69*	20	u	-5	-34
HCV inh	0%	-7%	10%	u	u	4%
FBPA Giardia inh	-21%	1%	-22%	-3%	-12%	13%
AMA1-RON2 inh	25%	-1%	59%[activator]	-9%	u	-6%
AmpC inh detg	-1%	-11%	u	0%	u	0%
Sm TGR inh	40µM*	2%	4%	2%	4%	8%

25) CCCC(=O)Nn1cnc2c(c1=O)C1(CCCC1)Cc1ccccc1-2
26) COc1ccc(-c2nc(O)c3cnccn23)cc1
27) FC(F)(F)c1cc(-c2ccccc2)nc(-n2cc(Cl)cn2)n1
28) CCN(CC)S(=O)(=O)c1ccc2[nH]c(=O)cc(C(=O)Nc3ccc(C)c(S(=O)(=O)N(CC)CC)c3)c2c1
29) Cc1noc(C)c1COc1cccc(C(=O)NC(C)(C)C)c1
30) COCCN(CC(=O)Nc1ccccc1C(F)(F)F)C(=O)/C=C/c1cc(Cl)c2c(c1)OCO2
Assay by compound	25	26	27	28	29	30
HCMV inh	-5	-14	-60*	15	47	-36
HCV inh	-19%	1%	u	u	-19%	u
FBPA Giardia inh	0%	0%	0%	0%	6%	x
AMA1-RON2 inh	-1%	10%	16%	-1%	0%	-1%
AmpC inh detg	-11%	u	u	u	3%	-6%
Sm TGR inh	0%	3%	1%	-1%	4%	-10%

31) Cc1nc2c3cc(Cl)ccc3n(CCN3CCCCC3)c2s1
32) CCSc1ccccc1C(=O)Nc1cccc(OC)c1
33) COc1ccccc1C(=O)NCCC(=O)NCc1ccccn1
34) COc1ccc(C(=O)Nc2ccccc2C(=O)NCc2ccco2)cc1OC
35) CCOC(=O)C(CC)Sc1nc2c(c(=O)[nH]c(=O)n2C)n1C/C=C(/C)Cl (configuration not stated)
36) Brc1ccc(OCCOCCOc2cccc3cccnc23)cc1
Assay by compound	31	32	33	34	35	36
HCMV inh	0	u	-10	22	31	u
HCV inh	u	u	0%	u	u	15%
FBPA Giardia inh	-8%	-4%	x	-1%	7%	x
AMA1-RON2 inh	-25%	-2%	7%	-12%	0%	-1%
AmpC inh detg	2%	1%	2%	u	-14%	x
Sm TGR inh	-13%	7%	-4%	19%[11.4 µM]	-12%	x

# Individual results from the results shown:
# AMA1-RON2 inh result of Brc1ccc(OCCOCCOc2cccc3cccnc23)cc1 = -1%
# AMA1-RON2 inh result of COc1ccc(C(=O)Nc2ccccc2C(=O)NCc2ccco2)cc1OC = -12%
# HCMV inh result of CCOC(=O)C(CC)Sc1nc2c(c(=O)[nH]c(=O)n2C)n1C/C=C(/C)Cl (configuration not stated) = 31

# The listing picks up with the two entries that preceded the break.
35) CCOC(=O)C(CC)Sc1nc2c(c(=O)[nH]c(=O)n2C)n1C/C=C(/C)Cl (configuration not stated)
36) Brc1ccc(OCCOCCOc2cccc3cccnc23)cc1
37) CCOC(=O)c1ccc(NC(=O)CSc2nnc(CNC(=O)c3c(F)cccc3Cl)o2)cc1
38) CCCCCCC1CC(CSc2ncn[nH]2)OC1=O (configuration not stated)
39) CC(NS(C)(=O)=O)c1nnc2n1-c1ccc(Br)cc1C(c1ccccc1Cl)=NC2 (configuration not stated)
40) CCC(=O)c1ccc(OCC(=O)NCC2(N3CCCCC3)CCCCC2)cc1
41) O=C(Nc1ccc(Cl)c(Cl)c1)Nc1nccs1
42) O=C(O)C1C2C=CC(C2)C1C(=O)Nc1ccccc1Br (configuration not stated)
Assay by compound	35	36	37	38	39	40	41	42
HCMV inh	31	u	-14	-21	21	-19	-66*	9
HCV inh	u	15%	8%	18%	0%	-3%	-29%	21%
FBPA Giardia inh	7%	x	1%	15%	x	5%	-7%	0%
AMA1-RON2 inh	0%	-1%	-5%	39%[activator]	-1%	62%[activator]	6%	-5%
AmpC inh detg	-14%	x	-12%	-13%	x	2%	u	-14%
Sm TGR inh	-12%	x	8%	-1%	x	60%[activator]	15%	3%

43) COc1ccc(C(=O)NCC(=O)N2CCc3ccccc3C2)cc1
44) NS(=O)(=O)c1ccc(N2CCN(S(=O)(=O)Cc3ccccc3)CC2)nc1
45) CC(=O)c1c(C)[nH]c(C(=O)OCc2ccccc2)c1C
46) COc1ccccc1N1CCN(C2CCCN(C(=O)CN3CCCC3=O)C2)CC1 (configuration not stated)
47) COc1ccc([C@H]2CC(=O)C=C(c3ccc4ncccc4c3)C2)cc1OC
48) O=C(NCC1CCCO1)c1cn(-c2ccccc2)nc1-c1ccccc1 (configuration not stated)
Assay by compound	43	44	45	46	47	48
HCMV inh	8	27	0	15	17	2
HCV inh	10%	11%	u	x	u	5%
FBPA Giardia inh	1%	x	-1%	x	x	-2%
AMA1-RON2 inh	0%	2%	-13%	-5%	-14%	25%
AmpC inh detg	-3%	x	-1%	4%	x	2%
Sm TGR inh	-4%	x	-9%	4%	x	-16%

49) CC(=O)NCCC(=O)Nc1nc(-c2cccs2)c(-c2cccs2)s1
50) CCc1nnc(NS(=O)(=O)c2ccc(Nc3ccc4nonc4c3[N+](=O)[O-])cc2)s1
51) CCOC(=O)C/C(C)=N/NC(=O)CN(c1ccc(Br)cc1)S(=O)(=O)c1ccccc1
52) CCOC(=O)C(C)Sc1nnc2n1C(C)(C)Cc1ccccc1-2 (configuration not stated)
53) COc1ccc(/C=N/Nc2nnc(Cc3ccc(OC)c(OC)c3)c(=O)[nH]2)cc1OC
54) CCc1sc(C(=O)N(CCCOC)c2c(N)n(CC(C)C)c(=O)[nH]c2=O)cc1C
Assay by compound	49	50	51	52	53	54
HCMV inh	21	-37	8	35	-26	u
HCV inh	9%	9%	18%	-8%	u	6%
FBPA Giardia inh	-6%	-2%	4%	-2%	-7%	x
AMA1-RON2 inh	9%	24%	84%[activator]	0%	28%	-6%
AmpC inh detg	-2%	-4%	-1%	7%	u	0%
Sm TGR inh	-3%	-17%[57.1 µM]	-6%	12%	-6%	-13%

55) COc1ccc(NS(=O)(=O)c2cccc(NC(=O)C34CCC(CC3)C4)c2)cc1
56) Cc1cc(CNC(=O)[C@H](C)[C@@H]2C[C@@]2(C)[C@@H](NC(=O)OCc2ccccc2)c2ccccc2)nn1C
57) OCCC1CN(Cc2ccncc2)CCN1C1CCCC1 (configuration not stated)
58) O=C(COC(=O)/C=C/c1cccc(F)c1)NC1CC1
59) Cc1ccnc(NS(=O)(=O)c2ccc(NC(=O)c3ccccc3F)cc2)n1
Assay by compound	55	56	57	58	59
HCMV inh	-64*	-36	-3	-17	-22
HCV inh	u	-5%[8.37 µM]	13%	12%	5%
FBPA Giardia inh	-12%	-1%&2%	2%	x	-28%
AMA1-RON2 inh	7%	-1%	-1%	-7%	-2%
AmpC inh detg	u	u	12%	x	-20%
Sm TGR inh	-13%	-15%	-10%	x	0%

# Source: PubChem BioAssay
